Screening data deposited in PubChem BioAssay by several laboratories.
IEC-6 cytotox: kills IEC-6 intestinal cells in KLF5 counter-screen; IEC-6 cytotoxicity, luminescence viability; inhibition, % at 5 µM; hit rate 0.78% among 290,000; in the data active = inhibition above about 22%;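 note: 0% = plate median of test compound wells and 100% = cytotoxic reference compound wells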
HSP90 refold inh: inhibitors of HSP90 luciferase refolding in rabbit reticulocyte lysate | luciferase refolding luminescence, 3 h | inhibition, % at 5.6 µM | hit rate 0.91% among 290,000 | AID 1789;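 active = inhibition above the screen-wide mean plus 3 SD, computed separately per campaign, cut at about 16% in these data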;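 note: 0% = DMSO wells and 100% = 60 µM geldanamycin wells; inhibitors lower the luminescence because luciferase stays unfolded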
HSF1 inhib: HSF1 inhibition | NIH3T3-HGL HSE-luciferase, MG132-induced, luminescence 8 h; hits give low values | activity change, negative = inhibition, % at 7.5 µM (by protocol) | hit rate 0.77% among 300,000 | AID 2098;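 active = more than half of replicate wells show activity change below -50%, luminescence cut by over half; inconclusive = some wells, but at most half, below -50%; inactive = no replicate well below -50%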;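 note: luciferase reports HSF-1 transcriptional activity via heat shock element; 0% = median of DMSO wells and -100% = zero luminescence signal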
KLF5 inh: inhibitors of KLF5 expression | DLD-1 KLF5 promoter-luciferase reporter, luminescence | AID 1700 | hit rate 0.23% among 290,000 | inhibition, % at 5 µM;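 active = inhibition above a per-plate limit of that plate's mean compound inhibition plus 3 SD, cut at about 60% in these data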;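 note: 0% = DMSO wells and 100% = LY294002 at 200 µM; higher means less KLF5 promoter-driven luciferase light; inactives centre near -14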
Platelet DG rel: platelet dense granule release activity; hit rate 0.22% among 300,000; AID 1663; human platelet-rich plasma, SFLLRN dense granule ATP release, luminescence; inhibition, %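 (compounds screened at 7.5 µM in platelet-rich plasma)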;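 active = mean replicate score, as percent of positive control, at or above 50; inconclusive = mean below 50 but at least one replicate at or above 50; inactive = mean and every replicate below 50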
GSK3A inh: human GSK-3 alpha kinase inhibition; inhibition, % at 10 µM; P49840; ADP-Glo luminescence, 60 min; hit rate 0.1% among 320,000;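 in the data active = inhibition above about 50%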;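 note: GST-tagged GSK-3 alpha with peptide substrate and 25 µM ATP; 0% = DMSO neutral wells and 100% = GW8510 positive control wells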
Target sequence (P49840 whole entry, looked up): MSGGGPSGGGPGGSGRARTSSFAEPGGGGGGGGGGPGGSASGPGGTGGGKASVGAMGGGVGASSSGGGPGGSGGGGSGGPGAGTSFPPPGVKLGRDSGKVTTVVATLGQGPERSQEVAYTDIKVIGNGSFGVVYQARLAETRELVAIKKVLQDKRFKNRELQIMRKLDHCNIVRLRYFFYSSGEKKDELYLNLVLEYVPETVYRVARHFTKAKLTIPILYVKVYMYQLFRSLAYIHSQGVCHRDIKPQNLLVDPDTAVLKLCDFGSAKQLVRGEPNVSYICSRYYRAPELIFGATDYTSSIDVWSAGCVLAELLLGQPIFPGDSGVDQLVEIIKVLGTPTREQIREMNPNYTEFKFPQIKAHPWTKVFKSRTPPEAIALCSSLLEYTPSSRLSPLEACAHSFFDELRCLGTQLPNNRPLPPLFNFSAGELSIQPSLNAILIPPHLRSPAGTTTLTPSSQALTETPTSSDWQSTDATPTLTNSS
HSF1 activator: increases HSF-1 driven luciferase reporter signal; NIH3T3-HGL HSF-1 luciferase reporter, MG132, 8 h; 100% = twice DMSO control signal; activation, % at 9 µM; hit rate 1.7% among 300,000; AID 504408;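 active = mean replicate activation of at least 50% with a set share of replicates each reaching 50%; inconclusive = only one of those two conditions met; inactive = mean below 50% and too few replicates reaching it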;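 note: 0% = median of the neutral control wells and 100% = twice that signal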
DYRK1A inh: Dyrk1A (rat) kinase inhibition. AID 504441. inhibition, % at 12.5 µM. ADP-Glo luminescence, NFATc1 peptide. Q63470. hit rate 0.43% among 310,000; in the data active = inhibition above about 50%;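 note: plate controls were vehicle with enzyme for no effect and no enzyme for full effect; many of its hits are not listed in these tables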
aSyn UTR inh: MLPCN primary screen, SNCA 5' untranslated region. AID 1813. hit rate 0.82% among 300,000. alpha-synuclein 5'UTR reporter, inhibitor activity. inhibition, % (tested at 7.5 µM); in the data active = inhibition above about 60%; inconclusive = no clear call, values can overlap the other calls;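 note: H4 neuroglioblastoma cells stably carrying SNCA 5'UTR luciferase fusion; 0% = DMSO wells and 100% = positive control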
GSK3beta inhib: blocks human GSK3beta kinase activity; AID 2097; hit rate 0.038% among 300,000; activity score (negative = inhibition), % at 10 µM; GST-GSK3beta kinase, ADP-Glo luminescence, 60 min; hits give low values;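 active = more than half of replicate wells score below -50%, meaning over 50% inhibition versus plate controls; inconclusive = some replicates but at most half score below -50%; inactive = no replicate scores below -50%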;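 note: 0% = median DMSO wells and -100% = median GW8510 positive control wells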
Target sequence (P49841 whole entry, looked up): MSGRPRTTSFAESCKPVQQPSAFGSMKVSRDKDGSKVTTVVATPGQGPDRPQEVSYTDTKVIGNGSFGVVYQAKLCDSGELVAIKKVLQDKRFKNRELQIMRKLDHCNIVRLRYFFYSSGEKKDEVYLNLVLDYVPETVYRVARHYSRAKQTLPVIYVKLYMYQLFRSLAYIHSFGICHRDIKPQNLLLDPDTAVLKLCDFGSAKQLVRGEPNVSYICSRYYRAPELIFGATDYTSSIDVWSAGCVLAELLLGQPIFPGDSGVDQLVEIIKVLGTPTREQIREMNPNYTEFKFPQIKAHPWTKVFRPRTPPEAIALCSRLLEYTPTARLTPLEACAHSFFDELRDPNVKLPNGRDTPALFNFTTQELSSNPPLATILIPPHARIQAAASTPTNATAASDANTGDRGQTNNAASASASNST
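Test system – GST-tagged human GSK3beta kinase, cell-free · Incubation – 60 min enzyme reaction, room temperature · Signal – ADP-Glo luminescence · Also added – peptide substrate and ATP at 25 µM · Controls – DMSO neutral wells and GW8510 at 20 µM as positive · Buffer or medium – Tris/MgCl2 kinase buffer · Measure – Luminescence-derived activity versus plate DMSO and GW8510 wells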
Starred values were filed as active, the others as inactive; ? = inconclusive; . = not tested or not shown. Not all compounds are listed (hit frequency here may not be typical).

SMILES	IEC-6 cytotox	HSP90 refold inh	HSF1 inhib	KLF5 inh	Platelet DG rel	GSK3A inh	HSF1 activator	DYRK1A inh	aSyn UTR inh	GSK3beta inhib
CCCCOC(=O)c1ccc(N2C(=O)CC(N3CCN(C/C=C/c4ccccc4)CC3)C2=O)cc1 (stereo unspecified)	-2	0	-3	-29	-1	-1	-18	-1	-5	4
COc1ccc(CCNC(=O)C(C(=O)c2ccc(F)cc2)n2ccccc2=O)cc1OC (stereo unspecified)	-1	5	-2	-11	8	-3	-12	1	18	-2
O=C(O)/C(=C/c1ccco1)NC(=O)c1ccc(Br)o1	2	4	-3	-2	4	-5	-10	7	-2	0
C=CCN1c2ccccc2[C@]23C[C@@H](C(=O)OC)N(C(=O)c4ccc(Br)cc4)C2=NC(C(=O)OC)=C(C(=O)OC)[C@H]13	.	.	-69*	.	5	0	-75	9	2	1
COc1ccc(CCNC(=O)c2sc3nc4n(c(=O)c3c2C)CCC4)cc1	.	.	-2	.	-1	-2	-23	7	15	1
FCCCOc1ccc(-c2ccnc(-c3ccccc3)n2)cc1	-8	4	9	6	1	-3	15	-4	-49	1
COc1ccc(CN2CCC(n3nccc3NC(=O)CCc3ccccc3)CC2)c(C)c1C	1	-2	2	-11	-4	.	4	-2	5	-2
COc1ccccc1NC(=O)C1=C(C)NC2=C(C(=O)CCC2)C1c1ccc(C)o1 (stereo unspecified)	5	4	3	12	6	-3	0	-8	-43	5
O=C(COC(=O)c1ccc(Br)o1)Nc1ncc(Cl)cc1Cl	-5	-2	-7	-17	-1	-3	-1	1	5	-1
Cc1cc(C)nc(/N=C(/NC(=O)Nc2ccc(Cl)c(Cl)c2)Nc2ccccc2)n1	3	-4	-4	-12	12	-4	0	.	-21	3
N#Cc1ccc(-c2ccc(OCC(=O)Nc3cccnc3)cc2)cc1	-2	-7	0	-13	-2	.	-3	-2	5	5
Fc1ccccc1CSc1nncn1NCc1cccs1	-6	-2	-6	-70	-5	2	19	1	22	1
NC(=O)CN1CCN(c2nc(-c3ccc(F)cc3)cs2)CC1	-9	-4	-5	-63	.	6	3	2	-10	-1
CN(Cc1c(F)cccc1Cl)C(=O)C1CC(=O)N(CCc2ccccc2)C1 (stereo unspecified)	1	0	-7	-24	-3	2	8	-2	-6	-1
CSc1ccc(C#N)cc1NC(=O)c1ccccc1C	2	-1	-3	-9	-3	6	-4	-1	8	3
CN(CC(=O)NCc1ccco1)S(=O)(=O)c1ccc2c(c1)n(C)c(=O)c(=O)n2C	-1	1	-4	20	18	0	-2	-1	-4	1
COc1ccc(CNC(=O)c2cnc3scc(C)n3c2=O)cc1	3	-4	-70*	-18	13	-2	-78	2	22	-1
S=c1[nH]nc(-c2ccccn2)n1/N=C/c1ccccc1	-6	-1	-6	-7	0	-3	-6	-1	13	1
Cc1ccc(NC(=O)COc2ccc(N3CC(C(N)=O)CC3=O)cc2)c(C)c1 (stereo unspecified)	-6	-3	-5	-6	0	-2	-4	5	12	-6
CN(CC(=O)Nc1ccccc1Cl)C(=O)CSc1nc2ccccc2s1	5	5	6	18	4	-3	29	-2	19	-24
COCCNS(=O)(=O)c1ccc2c(c1)n(C)c(=O)n2C	0	0	-7	-28	8	-6	-12	-3	12	1
CCCCN(C(=O)CCC(=O)Nc1cc(C)on1)C(C(=O)NC(C)(C)C)c1cccc(OC)c1OC (stereo unspecified)	0	1	-8	3	-2	1	7	.	11	-1
C[C@@H](CN1C2=NC[C@H](C)N2C[C@H]1Cc1ccc(O)cc1)NC(=O)CCC1CCCCC1	-3	-4	4	-14	-2	-1	5	5	5	-1
O=C1CN(C(=O)OCc2ccccc2)c2ccccc2N1	6	-1	22	-61	-3	1	8	6	-89	2
O=C(Nc1cc(S(=O)(=O)N2CCOCC2)ccc1O)c1ccc(NS(=O)(=O)c2ccc(Cl)s2)cc1	0	-5	0	-22	-2	-3	-10	-1	29	1

The listing continues.
SMILES	IEC-6 cytotox	HSP90 refold inh	HSF1 inhib	KLF5 inh	Platelet DG rel	GSK3A inh	HSF1 activator	DYRK1A inh	aSyn UTR inh	GSK3beta inhib
Cc1ccc(C(=O)Nc2ccc(N3CCN(C)CC3)nc2)cc1	-3	0	0	-28	13	2	34	.	-63	0
CN(C1CCCCC1)S(=O)(=O)c1ccc(NC(=S)NC(=O)c2cccs2)cc1	1	-1	4	-7	-5	-1	12	2	2	-3
O=C(Nc1c2c(nn1-c1ccc(Cl)cc1)CS(=O)(=O)C2)c1ccccc1	-2	-3	4	-2	19	3	-3	4	8	-3
CCCOC(=O)Nc1ccc(N2CCCCC2)cc1	-3	21*	23	-100	-5	-1	24	-1	-67	-1
O=C(Cc1coc2ccc3ccccc3c12)NCc1ccccc1	-3	5	-4	-12	-3	-5	-8	-6	6	0
Cc1nn(S(=O)(=O)c2ccc(C(C)(C)C)cc2)c(C)c1S(=O)(=O)N1CCOCC1	0	1	1	-18	-7	-3	-7	-9	-43	0
COc1cccc(NC(=S)NNC(=O)Cn2nc(C(F)(F)F)cc2C)c1	-10	-1	7	-21	-1	-4	32	-2	2	4
CCc1cccc(N=c2c([N+](=O)[O-])nn(-c3ccc(Cl)cc3)n2O)c1	-2	4	-4	-55	4	-3	12	15	-57	0
COc1cc(C(=O)Nc2ccccc2C(=O)NCc2cccnc2)cc(OC)c1OC	-9	2	-4	2	-1	0	-12	0	-7	5
CCOc1ccccc1NC(=O)CCCCCN1C(=O)[C@@H]2Cc3ccccc3CN2C1=O	-3	-1	-2	-23	-3	-1	7	.	-6	4
N=c1oc2ccccc2cc1C(=O)Nc1ccccc1	-1	7	7	-70	21	2	44	5	-35	1
C=CCn1c(O)c(N=NC(=S)Nc2ccccc2F)c2cc(S(=O)(=O)N3CCOCC3)ccc21	30*	11	9	44	0	3	36	1	78*	2
Nc1nnc(SCC(=O)OCC(=O)c2ccccc2Br)s1	-2	4	7	-20	1	2	11	1	9	-3
C=CC12C=CC=CN1C(C(=O)OC)=C(C(=O)OC)C(C(=O)OC)=C2C(=O)OC (stereo unspecified)	6	2	-7	-14	16	0	-18	2	13	1
S=c1[nH]c2cc(Cl)c3cccnc3c2o1	0	0	29	6	-4	5	?	37	33	0
O=C(COc1ccc2c(-c3ccccc3)cc(=O)oc2c1)NCc1ccccn1	4	-1	6	-12	1	0	0	12	23	-2
COCCOC(=O)c1[nH]c2c(c1C)C(=O)C(C(=O)OC)C(C)C2 (stereo unspecified)	-1	0	19	-97	1	0	42	9	-88	-5
Cc1ccc(S(=O)(=O)NC(=O)Nc2c(C)cccc2C)cc1	3	-2	-3	-9	-2	0	-7	-9	-1	.
CCN(C1CCS(=O)(=O)C1)S(=O)(=O)c1ccc(OC)c(OC)c1 (stereo unspecified)	.	.	-7	.	-4	-1	-1	1	-9	0
O=C(c1ccc([N+](=O)[O-])cc1)N1CCN(C(=O)c2ccco2)CC1	-1	21*	-1	-72	-2	0	-2	.	4	-3
O=C(CCCN1C(=O)c2ccccc2C1=O)Nc1ccc2c(c1)OCCO2	0	0	10	-24	1	-10	12	-5	-6	-2
COc1ccc(N2C(=O)CC(SCc3ccc(Cl)cc3)C2=O)cc1 (stereo unspecified)	8	1	-7	-11	-2	-1	3	.	4	-6
Cc1nnc(NC(=O)CCC(=O)N2CCN(CCOc3cccc4ccccc34)CC2)s1	-5	0	3	-7	2	-1	24	.	25	-3
Oc1ccc2ccccc2c1C=NCc1ccccc1	5	10	.	-29	4	7	.	2	9	1
CCN(Cc1ccccc1)S(=O)(=O)c1cc2[nH]c(=O)c(=O)[nH]c2cc1C	3	-3	-4	-1	6	-1	-4	6	-13	-2

Additional results follow:
SMILES	IEC-6 cytotox	HSP90 refold inh	HSF1 inhib	KLF5 inh	Platelet DG rel	GSK3A inh	HSF1 activator	DYRK1A inh	aSyn UTR inh	GSK3beta inhib
COCCN1C(=NCCCOC(C)C)N[C@@H](c2ccccc2)C(C(=O)OC)=C1C	-2	-1	-3	5	1	-2	9	9	7	6
O=C(CSc1ncnc2scc(-c3ccccc3)c12)N1CCN(Cc2ccc3c(c2)OCO3)CC1	-5	-1	-1	-1	1	0	-13	10	-12	1
CCOc1ccc2c3c(c(=O)oc2c1OCC)CCCC3	9	3	-4	-14	-6	1	-12	32	-10	-1
COc1cccc(NC(=O)CCN2C(=O)c3ccccc3S2(=O)=O)c1	1	1	-1	-13	-4	-3	12	6	-29	2
O=C(COc1cc(O)c2c(=O)cc(-c3ccccc3)oc2c1)c1ccc(F)cc1	-6	2	-1	-7	-3	-2	4	6	-30	0
CC(NC(=O)CSc1nnc(-c2cccnc2)n1N)c1ccccc1 (stereo unspecified)	1	18*	1	-4	9	0	7	-4	1	0
CC1(C)CN2C(=S)N(c3ccccc3)C(c3ccccc3)N2C1 (stereo unspecified)	-2	0	-1	-27	.	5	21	2	18	0
O=C1Nc2ccccc2C12Nc1ccccc1-c1nc3ccccc3n12 (stereo unspecified)	-8	8	15	-1	2	0	2	1	1	3
CN(Cc1cccs1)C(=O)COc1cccc(-n2cnnn2)c1	0	-1	-8	-18	0	0	-2	-1	-1	-2
CCN1CCN(c2cc3c(cc2F)c(=O)c(S(=O)(=O)c2ccccc2)cn3C)CC1	4	-1	0	4	3	1	-5	-1	-3	3
CC1=CC(=NOC(=O)/C=C/c2ccccc2)C=C(C)C1=O	-8	2	7	10	4	-1	2	-1	6	2
COc1ccccc1C(=O)Nc1ccccc1SC(=O)c1ccccc1OC	18	1	33	-89	0	-1	44	-6	-112	5
CN=C(Nc1ccc(C)c(C)c1)SC1CC(=O)N(c2ccc(OC)cc2)C1=O (stereo unspecified)	-5	1	-9	-23	-6	-1	-6	1	27	1
CC(NC(=O)CCCc1c[nH]c2ccccc12)c1ccc(F)cc1 (stereo unspecified)	-5	4	-2	-1	-6	-1	-3	4	-6	2
O=[N+]([O-])c1ccc(S(=O)(=O)NCCCc2ccccc2)cc1	.	.	1	.	0	-4	6	.	3	-13
COCCn1c(N)c(N(Cc2ccccc2)C(=O)c2ccc(-c3ccc(Cl)cc3)o2)c(=O)[nH]c1=O	.	.	-2	.	5	-2	-13	12	20	-3
O=C(c1ccccc1)c1c[nH]c2cc3c(cc2c1=O)OCCO3	6	3	0	-43	5	-1	-22	-2	-67	-1
Cc1cc(=O)[nH]c2c1c(C)nn2C(C)(C)C	-1	-2	-1	-19	-4	3	31	4	-13	2
CCC(C(=O)O/N=C(\N)c1cccc(C)c1)c1ccccc1 (stereo unspecified)	2	2	13	-23	-4	1	20	-2	-88	-2
CCN(Cc1ccccc1)C(=O)CN1C(=O)c2ccccc2S1(=O)=O	.	.	-2	.	.	0	5	-12	3	0
CN1C(=O)C(C)(C)c2cc(S(=O)(=O)N(C)Cc3ccccc3)ccc21	0	-4	1	-26	-2	0	5	6	1	-1
Cc1ccc(S(=O)(=O)N2CCC(C(=O)NC3CCCCC3C)CC2)cc1 (stereo unspecified)	-4	1	9	-38	-1	0	-18	6	11	0
